Compound activity: PubChem, NCI
Growth percent in the NCI-60 one-dose screen (48 h, 10 µM unless noted): 100 = growth as untreated, 0 = no growth, -100 = all killed.
SR: SR leukemia cells; 73,000 tested, 8.7% active
HOP-92: HOP-92 NSCLC cells. AID 1794738. 71,000 tested, 6.3% active
RPMI-8226: RPMI-8226 leukemia cells | 77,000 tested, 7.5% active | AID 1794781
EKVX: EKVX NSCLC; 71,000 tested, 3% active; AID 1794765
CCRF-CEM: CCRF-CEM leukemia; 77,000 tested, 7% active
K-562: K-562 leukemia | 78,000 tested, 7.4% active
HOP-62: HOP-62 NSCLC. 80,000 tested, 3.9% active. AID 1794735
MOLT-4: MOLT-4 leukemia cells | 80,000 tested, 6.9% active | AID 1794779
* = called active by the depositor; x = not tested or not shown; [ ] = dose if it differs, or a comment. How the source made its calls: active means growth percent below 10; inactive means the rest.

structure	SR	HOP-92	RPMI-8226	EKVX	CCRF-CEM	K-562	HOP-62	MOLT-4
CCOC(=O)c1cccnc1Nc1ccc(N=C2C(=O)Nc3ccc(Br)cc32)cc1	123.3	71.8	99.9	94.4	109.5	111.8	91.6	109.8
CC1(C)[C@@H](OC(=O)c2cccnc2)CC[C@]2(C)[C@H]3C(=O)C=C4[C@@H]5C[C@@](C)(C(=O)O)CC[C@]5(C)CC[C@@]4(C)[C@]3(C)CC[C@@H]12	77.2	93.2	86.6	93.1	98.9	87.4	99.8	88.2
ClC1=NC(Cl)C(Cl)=N/C1=N\c1ncn[nH]1 (stereo unspecified)	-60.4*	-60.0*	-8.2*	x	x	-48.0*	39.3	-52.2*
CC(=O)Nc1nc(-c2n[nH]c(=S)n2C)cs1	77.8	102.6	x	68.9	88.6	85.4	x	87.8
Cc1ccc2nc(NC(=O)CSc3nc(NN)c(C#N)c(-c4ccccc4)n3)sc2c1	84.0	113.6	88.1	98.1	99.6	99.2	99.3	104.3
Cc1ccc(-c2nc(-c3cn(C)c4ncccc34)cs2)cc1	3.7*[100 µM]	-47.2*[100 µM]	-7.3*[100 µM]	-13.5*[100 µM]	-4.9*[100 µM]	10.3[100 µM]	-63.3*[100 µM]	17.3[100 µM]
CC/C(=C(/c1ccc(Cl)cc1)c1ccc(OCCN2CCOCC2)cc1)c1ccc(OC)cc1	87.4	104.9	83.5	98.0	85.1	63.7	96.0	66.3
OCCCc1ccco1	100.2	96.6	94.9	100.3	109.4	101.3	109.5	89.9

Two entries drawn at random from those above, as already listed:
structure	SR	HOP-92	RPMI-8226	EKVX	CCRF-CEM	K-562	HOP-62	MOLT-4
CC(=O)Nc1nc(-c2n[nH]c(=S)n2C)cs1	77.8	102.6	x	68.9	88.6	85.4	x	87.8
Cc1ccc(-c2nc(-c3cn(C)c4ncccc34)cs2)cc1	3.7*[100 µM]	-47.2*[100 µM]	-7.3*[100 µM]	-13.5*[100 µM]	-4.9*[100 µM]	10.3[100 µM]	-63.3*[100 µM]	17.3[100 µM]

Remaining list, next part.
structure	SR	HOP-92	RPMI-8226	EKVX	CCRF-CEM	K-562	HOP-62	MOLT-4
COC(=O)C(Cc1ccccc1)n1cc(COc2nc(Cl)nc(N3CCCC3)n2)nn1 (stereo unspecified)	99.8	102.3	105.5	100.0	97.0	92.3	98.1	93.8
CCOC(=O)C1O[N+]([O-])=C(c2ccc(OC)cc2)C1c1cc(OC)c(OC)c(OC)c1 (stereo unspecified)	110.2	86.9	102.3	97.6	106.3	x	97.2	114.5
OC(CCN1CCC2CCC(C2)C1)c1ccc(Br)cc1 (stereo unspecified)	81.8	86.2	101.0	96.8	88.7	87.4	103.1	79.4
Cc1ccc(C(C)C)cc1C(O)CN1CCCCC1 (stereo unspecified)	101.7	93.5	111.2	90.6	112.2	110.6	103.1	110.2
CN(C)CCC(=O)C(=Cc1ccccc1Cl)C(=O)CCN(C)C	x	109.0	116.0	104.6	101.6	102.9	109.0	93.0
O=C(COc1ccc(/C=C2\COc3ccccc3C2=O)cc1)c1ccc(Cl)cc1	89.7	75.0	93.5	101.3	93.4	91.2	95.5	92.6
Cc1ccc(NC(=O)CSc2nc(-c3ccccc3)c(C#N)c(=O)[nH]2)cc1	95.3	x	105.2	x	100.5	98.7	82.3	x
Cc1cccc(NC(=O)[C@@H]2c3ccccc3C(=O)N(c3ccccc3)[C@H]2c2ccccc2)n1	31.7	100.7	57.4	80.1	54.5	47.9	77.5	50.3
N#C/C(=C\c1ccc(-c2ccccc2)cc1)c1ccccc1	89.3	95.1	97.5	79.4	113.0	82.5	92.7	97.6
C#CCOc1ccc(C(Nc2ccc(CC)cc2)c2nnnn2C2CCCCC2)cc1OC (stereo unspecified)	98.6	86.7	99.3	77.1	97.1	87.1	95.1	81.5
CC(C)(C)C(Br)C(=O)Nc1ccccc1 (stereo unspecified)	92.5	110.9	101.6	x	110.6	102.2	95.7	101.0
CCN1C(=O)N(CC)C2SC(N/N=C/c3ccc(F)cc3)=NC21 (stereo unspecified)	19.4	-0.1*	19.6	x	23.2	14.2	33.0	23.8
CN1CCC(CC(C(=O)N2CCCC2)(c2ccccc2)c2ccccc2)C1 (stereo unspecified)	91.8	x	x	105.0	103.1	98.3	100.0	93.9
C=C(C)[C@@H]1CC[C@]2(C(=O)NCCCCCCN)CC[C@]3(C)[C@H](CC[C@@H]4[C@@]5(C)C/C(=C/c6ccncc6)C(=O)C(C)(C)[C@@H]5CC[C@]43C)[C@@H]12	85.1	97.9	93.1	112.9	98.8	85.8	120.7	83.5
COc1ccc(C2CC(=O)Nc3nc(N)sc32)cc1OC (stereo unspecified)	91.4	87.8	96.7	103.2	98.4	89.4	88.0	87.2
CC1CCC(C)(C)c2ccccc21 (stereo unspecified)	107.3	116.3	117.4	96.3	x	115.1	99.9	116.0
COc1ccc2c(c1)CCCN2C(N)=Nc1ccc(Cl)cc1	81.8	x	35.7	92.3	93.9	75.2	55.3	91.0
COc1cc(C2C=C(c3ccc(Cl)cc3)Nc3nc(SC)[nH]c(=O)c32)ccc1Oc1ccnc2cc(Cl)ccc12 (stereo unspecified)	87.8	98.1	80.1	84.8	80.1	95.2	96.6	70.5
Clc1ccc(-c2nc(-c3cccs3)cn3ccnc23)cc1	59.5	81.5	64.7	x	65.3	26.1	57.7	62.4
Nc1ccc(Br)cc1C(F)(F)F	111.9	103.8	114.5	109.1	100.6	97.1	101.6	108.1
CC(C)=C(NC(=O)c1ccccc1)C(=O)O	95.4	84.5	87.4	117.9	7.7*	102.0	115.3	12.1
CN(C)CCNC(=O)c1ccc(-c2nc3ccc4[nH]ncc4c3c3c2C2CCC3C2)cc1 (stereo unspecified)	1.9*	100.7	-5.8*	68.4	6.6*	20.7	46.6	-8.3*
COc1ccc(C2=NN(CC(=O)Nc3nc4ccccc4s3)C(=O)CC2)cc1	86.2	76.1	101.0	83.5	95.0	88.5	85.0	94.3
O=C(/C=C/c1cccc(O)c1)c1ccccc1O	36.0	68.6	28.0	86.9	47.1	80.0	94.4	66.9

Gathered by group: those above containing a cyano group (three)
structure	SR	HOP-92	RPMI-8226	EKVX	CCRF-CEM	K-562	HOP-62	MOLT-4
Cc1ccc2nc(NC(=O)CSc3nc(NN)c(C#N)c(-c4ccccc4)n3)sc2c1	84.0	113.6	88.1	98.1	99.6	99.2	99.3	104.3
Cc1ccc(NC(=O)CSc2nc(-c3ccccc3)c(C#N)c(=O)[nH]2)cc1	95.3	x	105.2	x	100.5	98.7	82.3	x
N#C/C(=C\c1ccc(-c2ccccc2)cc1)c1ccccc1	89.3	95.1	97.5	79.4	113.0	82.5	92.7	97.6

Profiles as entered above. Order of values: SR | HOP-92 | RPMI-8226 | EKVX | CCRF-CEM | K-562 | HOP-62 | MOLT-4
Listed for O=C(COc1ccc(/C=C2\COc3ccccc3C2=O)cc1)c1ccc(Cl)cc1 = 89.7 | 75.0 | 93.5 | 101.3 | 93.4 | 91.2 | 95.5 | 92.6
Listed for Nc1ccc(Br)cc1C(F)(F)F = 111.9 | 103.8 | 114.5 | 109.1 | 100.6 | 97.1 | 101.6 | 108.1
Listed for CC(C)(C)C(Br)C(=O)Nc1ccccc1 (stereo unspecified) = 92.5 | 110.9 | 101.6 | x | 110.6 | 102.2 | 95.7 | 101.0
Listed for CCOC(=O)C1O[N+]([O-])=C(c2ccc(OC)cc2)C1c1cc(OC)c(OC)c(OC)c1 (stereo unspecified) = 110.2 | 86.9 | 102.3 | 97.6 | 106.3 | x | 97.2 | 114.5
Listed for COc1ccc2c(c1)CCCN2C(N)=Nc1ccc(Cl)cc1 = 81.8 | x | 35.7 | 92.3 | 93.9 | 75.2 | 55.3 | 91.0

Other results
structure	SR	HOP-92	RPMI-8226	EKVX	CCRF-CEM	K-562	HOP-62	MOLT-4
COc1ccc(CNC(=O)c2c(C)n([O-])c3ccc(OC)cc3[n+]2=O)cc1	90.4	-1.2*	94.0	87.8	100.2	90.8	104.6	102.8
CCCCCCCC(=O)NCc1ccc(OCC(=O)NO)c(OC)c1	96.6	97.1	116.3	95.5	102.5	100.7	92.4	104.3
COc1cc(-c2ccc(NC(=O)c3cc4ccccc4cc3O)c(OC)c2)ccc1NC(=O)c1cc2ccccc2cc1O	89.6	96.3	102.0	46.2	106.6	103.7	94.0	96.1
C=C1c2c(C)nn(-c3ccc(S(N)(=O)=O)cc3)c2N(C)C23CC1C1(C)c4c(C)nn(-c5ccc(S(N)(=O)=O)cc5)c4N(C)C(C)(CC12)C3 (stereo unspecified)	x	50.1	-64.0*	29.6	18.7	29.9	48.2	x

Random draw from the library, and some 13% of all compounds hit somewhere here.
